# RGS12 GoLoco inh: blocks human Gai1 binding to RGS12 GoLoco peptide, red readout | P63096 | Gai1:RGS12 GoLoco peptide FP, rhodamine, 10 min | Potency, µM (highest dose often 61.6 µM), for inactives: at the highest dose activity, negative = inhibition, actives largely listed as inhibitors | hit rate 0.44% among 230,000; active means well fitted inhibition curve with a large enough effect, not every such curve was filed as active; inactive means no such curve, though single readings can be large or run the other way; further: on the % scale 0 is the no-effect control and ±100 the full control effect; nearly all actives have a fitted effect of over 30% in size; many of its hits are not listed in these tables
# JMJD2E inh: JMJD2E (human) inhibition. B2RXH2. JMJD2E catalytic domain, FDH-coupled NADH fluorescence (FDH is formaldehyde dehydrogenase). Potency, µM (top dose mostly 57.1 µM), inactives show top-dose activity change, negative = inhibition, actives largely listed as inhibitors. hit rate 1.6% among 230,000; active means well fitted inhibition curve with a large enough effect, not every such curve was filed as active; inconclusive means small, poorly fitted or top-dose-only effect, or another doubt; inactive means no such curve, though single readings can be large or run the other way;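 further: 0% = wells with enzyme and -100% = buffer wells without enzyme; nearly all actives have a fitted effect of over 50% in size; many of its hits are not listed in these tables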
# Target sequence (B2RXH2 1-337 limits assumed): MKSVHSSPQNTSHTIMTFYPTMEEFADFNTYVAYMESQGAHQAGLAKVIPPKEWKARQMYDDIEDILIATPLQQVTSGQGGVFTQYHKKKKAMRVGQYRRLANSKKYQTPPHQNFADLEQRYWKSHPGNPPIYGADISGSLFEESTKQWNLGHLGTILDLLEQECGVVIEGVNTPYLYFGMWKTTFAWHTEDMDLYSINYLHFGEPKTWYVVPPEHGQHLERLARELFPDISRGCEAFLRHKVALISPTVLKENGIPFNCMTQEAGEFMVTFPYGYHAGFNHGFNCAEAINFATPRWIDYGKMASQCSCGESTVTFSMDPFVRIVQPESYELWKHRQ
# ALDH1A1 inh: inhibitors of human aldehyde dehydrogenase 1A1; Purified ALDH1A1, NADH fluorescence, propionaldehyde substrate; hit rate 7.3% among 220,000; Potency, µM (top dose mostly 75.3 µM), for the others: at the top dose activity, negative = inhibition, actives largely listed as inhibitors; AID 1030; P00352; active means well fitted inhibition curve with a large enough effect, not every such curve was filed as active; inconclusive means small, poorly fitted or top-dose-only effect, or another doubt; inactive means no such curve, though single readings can be large or run the other way;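 further: plate controls were no enzyme wells and a reference inhibitor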
# TexasRed fluor: Texas Red fluorescence interference in TRb-SRC2 counter-screen; TRb/SRC2 Texas Red total fluorescence interference; Potency, µM (titrated, usually from 106 µM), inactives show at the highest dose fluorescence change, negative = quenching; hit rate 0.29% among 280,000; AID 1479; active means well fitted curve in either direction with a large enough effect; inconclusive means small, poorly fitted or top-dose-only effect; further: on the % scale 0 is the no-effect control and ±100 the full control effect
#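 Flags fluorescent or light-absorbing compounds by total fluorescence, S + 2P, at 555 nm excitation and 632 nm emission. Mixture: 20 nM Texas Red SRC2 peptide, 0.6 uM human TRb LBD, 1 uM T3, 5% DMSO; compound exposure 5 h at ambient temperature.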
# TRb SRC2 PPI: disrupts binding of human TR beta to SRC2; P10828; TRbeta-SRC2 peptide binding, fluorescence polarization; receptor liganded with 1 µM T3; Potency, µM (titrated, usually from 106 µM), without a hit: at the highest dose activity change, negative = inhibition, usual class: inhibitors; hit rate 0.065% among 280,000;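 further: plate controls were bound peptide for no effect and peptide without receptor for full effect; nearly all actives have a fitted effect of over 50% in size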
# Target sequence (P10828 whole entry, looked up): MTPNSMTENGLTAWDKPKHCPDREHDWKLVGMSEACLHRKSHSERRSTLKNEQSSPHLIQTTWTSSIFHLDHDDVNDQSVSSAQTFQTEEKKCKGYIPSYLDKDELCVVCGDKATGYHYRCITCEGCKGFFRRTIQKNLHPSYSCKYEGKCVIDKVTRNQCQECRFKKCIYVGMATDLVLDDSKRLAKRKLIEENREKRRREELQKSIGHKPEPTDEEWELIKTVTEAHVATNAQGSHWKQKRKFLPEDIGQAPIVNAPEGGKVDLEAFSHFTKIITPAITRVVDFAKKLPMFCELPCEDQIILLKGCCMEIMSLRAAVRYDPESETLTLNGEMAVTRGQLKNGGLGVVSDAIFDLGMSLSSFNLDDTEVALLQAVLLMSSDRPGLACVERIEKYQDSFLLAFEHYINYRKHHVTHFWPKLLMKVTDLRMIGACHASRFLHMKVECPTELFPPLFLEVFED
#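 Assay buffer: 20 mM Tris-HCl, 100 mM NaCl, 10% glycerol, 1 mM EDTA, 0.01% NP-40, 1 mM DTT, 1 uM T3, 5% DMSO; TRb LBD 0.6 uM, Texas Red SRC2 20 nM; FP after 5 hr.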
# SMN2 splice enh: enhancers of SMN2 splice variant expression; HEK293 SMN2-luciferase splicing reporter, luminescence, 30-36 h; Potency, µM (titrated, usually from 46.1 µM), for inactives: at the highest dose activity change, positive = activation, actives largely listed as activators; hit rate 2.8% among 210,000; AID 1458; further: % of control where 0% means no effect; nearly all actives have a fitted effect of over 55% in size
#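 qHTS luciferase splicing reporter: luminescence rises when SMN2 exon 7 is included in transfected HEK293 cells. Compound exposure lasted 30-36 h at 37C, with 4.5 mM final sodium butyrate as control, followed by a ONE-Glo read.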
# RECQ1 helicase: RECQ1 (human) helicase inhibition | P46063 | RECQ1 DNA unwinding, red fluorescence kinetic read | Potency, µM (series often up to 57.3 µM), for inactives: top-dose activity, negative = inhibition, actives largely listed as inhibitors | hit rate 0.54% among 240,000;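 further: plate controls were vehicle for no effect and no enzyme for full effect; nearly all actives have a fitted effect of over 30% in size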
#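 50 nM RECQ1T1 preincubated 15 min with compound in Tris pH 8.0 buffer with MgCl2, DTT, Tween-20 and 2.5 ug/ml poly(dI-dC); started with 200 nM TAMRA/BHQ-2 forked duplex and 2 mM ATP. Unwinding read as fluorescence (525/598 nm), two reads 2 h apart.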
# LMNA splice mod: LMNA splicing modulation | HeLa LMNA splicing GFP/RFP minigene ratio, 48 h | Potency, µM (top dose mostly 46.1 µM), without a hit: top-dose ratio change, negative = inhibition, actives largely listed as inhibitors | hit rate 0.01% among 200,000; active means well fitted inhibition curve with a large enough effect in the signal ratio, with a control signal flat, not every such curve was filed as active; inconclusive means small, poorly fitted or top-dose-only effect, or effect the other way, or a change in a side signal; the % refers to the signal ratio; further: on the % scale 0 is the no-effect control and ±100 the full control effect
#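 Read-out is the ratio of GFP to DsRed2 object intensity, acquired by 488 nm laser-scanning cytometry on HeLa lamin A-EGFP minigene reporter cells. Compound incubation 48 hrs at 37 °C in Opti-MEM with 2% FBS; DMSO 0.5% final.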
# The depositor's hits bear a star; i = inactive; ? = inconclusive; . = not tested or not shown; & = joins results of further samples; [ ] = remark or other dose. Unless noted, the call rests on the fitted dose curve; in most records, active means well fitted curve in the direction sought with a large enough effect; inconclusive means small, poorly fitted or top-dose-only effect, or another doubt; inactive means no such curve, though single readings can be large; an effect the other way counts as inactive or inconclusive. Potency means the concentration at half of the fitted maximal effect. Only part of the results is shown; count on the stated rates, not on these rows.
SMILES,RGS12 GoLoco inh,JMJD2E inh,ALDH1A1 inh,TexasRed fluor,TRb SRC2 PPI,SMN2 splice enh,RECQ1 helicase,LMNA splice mod
O=C(Nc1cccn2ncnc12)c1ccccc1,6%,9%,3%,-1%,5%,-7%,i,9%
CC1CCCCC1NC(=O)/C=C/c1nc2ccccc2s1 (stereo not drawn),4%,?,?,-2%,-7%,47%,-1%,.
COc1ccc(C(=O)N2CCOC2CNC(=O)C(=O)NCc2ccc(Cl)cc2)cc1 (stereo not drawn),6%,-1%,1%,-1%,2%,-1%,i,?
NC(N)=N/N=C/c1cc([N+](=O)[O-])ccc1O,1%,3%,?,-6%,2%,-5%,-3%,-3%
Cn1cnnc1SCC(=O)c1c[nH]c2ccccc12,6%,5%,4%,0%,3%,28%,i,-2%
O=S(=O)(NCCc1csc(-c2ccc(C(F)(F)F)cc2)n1)c1ccc2c(c1)OCCO2,4%,?,-4%,-1%,-4%,-37%[inhibitor],-4%,?
CCOCCCN(C(=O)c1ccco1)C(C(=O)NC1CCCC1)c1cccc(OC)c1OC (stereo not drawn),-4%,-3%,-11%,1%,0%,-5%,-4%,-1%
C/C(=N/NC(=O)c1cc(-c2cccc([N+](=O)[O-])c2)n[nH]1)c1ccc(Cl)cc1,-1%,2%,-6%,-21%,-2%,23%,-5%,-15%
O=C(NCc1ccco1)c1csc2c1CCCC2,8%,7%,?,1%,0%,-5%,-1%,?
COc1ccc(CN2CCCCC2C)c(C)c1C (stereo not drawn),-6%,-3%,10%,0%,2%,-9%,-7%,-11%
O=C(COC(=O)c1cccc(NC(=O)c2ccco2)c1)c1ccc(Br)cc1,-3%,0%,-1%,1%,-1%,13%,-9%,?
COc1cccc(N/C(C)=C/C(=O)c2ccc(Br)cc2)c1,6%,2%,?,-2%,-1%,18µM*,-4%,15%
COc1cc(NC(=O)c2csc(N)n2)cc(C(=O)Nc2cccc(C(F)(F)F)c2)c1,8%,-27%,.,-2%,4%,.,-24%,.
Cc1ccc(S(=O)(=O)CC(C)N2CCN(C3CCCCC3)CC2)cc1 (stereo not drawn),6%,-2%,-10%,1%,19%,-11%,0%,-8%
COc1ccc(-c2nn3c(-c4ccc(F)cc4)nnc3s2)cc1,3%,?,?,-1%,5%,-14%,-3%,10%
Cc1ccc2nc(SCc3nc4cc(Cl)ccc4c(=O)[nH]3)[nH]c2c1,25%,5%,4%,0%,10%,-9%,-6%,-11%[46 µM]
Cc1ccc(C2=NN(CCC(=O)NCCC(C)C)C(=O)CC2)cc1,12%,5%,2%,-4%,3%,13%[1.84 µM],-8%,?
CCOC(=O)/C(C#N)=C/c1cccc(F)c1,1%,3%,-12%,0%,-6%,-5%,-8%,.
CSc1nc2ccsc2c(=O)n1-c1cccnc1,1%,-5%,18%,3%,-1%,1%,0%,17%[46 µM]
CCCC(=O)N1CCN(c2ccc(NC(=S)NC(=O)CC)cc2)CC1,6%,0%,8%,-1%,-5%,-12%,-8%,-2%[0.0737 µM]
CCOC(=O)CSc1nnc(-c2cccs2)n1-c1ccccc1,2%,0%,?,0%,-17%,8%,-8%,3%
CN(C(=O)c1ccccc1)C1(C)CCS(=O)(=O)C1 (stereo not drawn),3%,7%,8%,0%,1%,-4%,9%,-3%
CCc1ccc(S(=O)(=O)Nc2ccc(C)c(NS(C)(=O)=O)c2)cc1,-9%,-8%,.,7%,17%,.,-2%,.
COC(=O)[C@@]1(Cc2ccccc2)[C@H]2c3cc(C(=O)N(C)C)n(CCN4CNCC4=O)c3C[C@H]2CN1C(=O)c1ccccc1,7%,-19%,3%,-3%,-3%,-4%,-1%,.
O=C(CCN1C(=O)C2C3C=CC(C3)C2C1=O)N1CCN(c2ccc([N+](=O)[O-])cc2)CC1 (stereo not drawn),3%,-4%,6.3µM*,-2%,3%,-49%,0%,.
C=CCn1c(SCC(=O)C(C)(C)C)nnc1-c1ccccn1,10%,8%,?,-5%,-3%,3%,-4%,-9%
Cc1cccc(C(=O)N/N=C/c2ccc[nH]2)c1,8%,8%,5%,-2%,0%,9%,i,5%
FC(F)(F)c1cc(-c2ccccn2)nc2cc(-c3ccccc3)nn12,3%,8%,.,-7%,-7%,.,-6%,.
c1ccc(-n2cnc3cc(NCc4ccco4)ccc32)cc1,16%,?,?,-3%,7%,13µM*,-15%,?
O=[N+]([O-])c1ccccc1/C=N/n1c(C(F)(F)F)n[nH]c1=S,-8%,?,?,-2%,10%,0%,11%,.
COCCNC(=O)c1noc2c1CCc1cc(OC)ccc1-2,12%,-8%,-2%,-1%,6%,7.9µM*,13%,5%
COc1ccc(OC)c(/C=N/NC(=O)CCCC(=O)Nc2cccc(Br)c2)c1,-1%,?,?,-1%,-10%,-7%,-15%,6%
Cc1cccc(CSC2=NCCN2C(=O)c2ccc(Br)o2)c1,-9%,-8%,-1%,2%,-12%,-17%,-10%,-6%
COc1cc(C=O)ccc1OS(=O)(=O)c1ccc(NC(C)=O)cc1,14%,-1%,?,-6%,-6%,-2%,i,-1%
CC1(C)CN(c2ccc(C(=O)c3ccccc3)cc2)C1=O,4%,2%,-1%,-2%,1%,1%,-14%,-19%[46 µM]
O=C(COc1ccccc1)NCC1(N2CCCCC2)CCCCC1,-2%,-4%,6%,-1%,-1%,13%,2%,.
C[N+]1(C)CCC(=C2c3ccccc3CC(=O)c3sccc32)CC1,14µM*,3%,7.1µM*,2%,8%,-13%,-4%,13%
COc1ccc(CCN2CC(C(=O)NCCc3ccc(C)cc3)CC2=O)cc1OC (stereo not drawn),-7%,-7%,-14%,-4%&1%,1%&-1%,-20%,-2%,6%[46 µM]
CCCCN(C)C(=O)CS(=O)(=O)Cc1nc(-c2cccc(OC)c2)oc1C,-2%,-3%,?,2%,1%,-38%[inhibitor],-7%,-12%
Cc1cccc(CSc2nc3c(c(-c4cccs4)c2C#N)CN(C)CC3)c1,8%,-15%,?,-1%,-5%,-24%,1%,?
Cc1nn(-c2ccccc2)c(-c2ccccc2)c1C(=O)O,2%,7%,9%,0%,-10%,1%,2%,9%
Cn1cc(CC(=O)Nc2cccc(C#N)c2)c2ccccc21,2%,2%,?,-2%,4%,14%,i,0%
CN(C)C(CNC(=O)c1ccc2nc[nH]c2c1)c1ccccc1 (stereo not drawn),9%,10%,-6%,-1%,-8%,10%,i,-2%[46 µM]
CSc1ccccc1NC(=O)c1c(Br)cnn1C,0%,9%,12%,-3%,-10%,-15%,-11%,1%
CCc1ccc(N2CC(C(=O)Nc3cc(C)on3)CC2=O)cc1 (stereo not drawn),-8%,8%,-4%,-1%,1%,.,-6%,.
O=C(NN1C(=O)C2C3C=CC([C@@H]2C1=O)C31CC1)c1ccccc1 (stereo partly drawn),4%,9%,.,-1%,0%,.,-5%,.
CC1CCCN(C(=S)Nc2ccc(Nc3ccccc3)cc2)C1 (stereo not drawn),6%,-26%,?,-6%,-3%,.,-7%,.
Cc1ccccc1C1CC(c2ccc(Br)cc2)Nc2nc(N)nn21 (stereo not drawn),5%,-8%,-7%,-3%,-2%,3%,-1%,-12%
CNC(=S)N/N=C/c1ccc(-c2ccc(Cl)c([N+](=O)[O-])c2)o1,27%,3%,-1%,-3%,-2%,.,-26%,?
CC1CCCN(Cc2nc3c(c(=O)n(C)c(=O)n3C)n2Cc2c(F)cccc2Cl)C1 (stereo not drawn),-14%,1%,7.9µM*,0%,1%,-47%[inhibitor],-7%,-1%
Cc1cc(C(=O)NNC(=S)Nc2ccccc2)nn1C,21%,8.9µM*,1%,-2%,2%,17%,i,.
O=C(CSCC(=O)OCC(=O)c1ccc(Br)cc1)Nc1cccc2ccccc12,-1%,2%,-13%,-2%,3%,-14%,-22%,11%
S=C(NCc1ccc(Cl)cc1)Nc1ccc(Cl)cc1Cl,11%,-2%,6%,-3%,2%,1%,-6%,15%
Cc1ccc(C(=O)NC2CC3CCCC(C2)N3C(=O)NC2CCCCC2)cc1 (stereo not drawn),13%,1%,0%,-3%,1%,-6%,-3%,-9%
Cc1cc(C)cc(OCC(=O)Nc2nonc2NC(=O)COc2cc(C)cc(C)c2)c1,0%,-2%,9%,1%,-2%,-2%,?,-10%
COC(=O)c1ccc(CNCC(=O)Nc2ccc(C(=O)OC)cc2)cc1,-15%,2%,-5%,0%,1%,7%,1%,?
COCCn1c(=O)c(-c2ccccc2)nc2cnc(N(C)C)nc21,0%,.,?,.,.,.,-5%,-8%
N#CCCn1c(=O)c(-c2cc(F)cc(F)c2)nc2cnc(Oc3cccc(Cl)c3)nc21,4%,.,?,.,.,-38%[inhibitor],-7%,.
CC1CCCCN1C(=O)CSCC(=O)Nc1nc(-c2cccs2)cs1 (stereo not drawn),9%,2%,?,-2%,-1%,?,i,-8%
O=C(Cn1cc2c(n1)CCCC2)NCc1cccc(Cl)c1,-6%,4%,9%,7%,-20%,2%,i,-9%

# More structures:
SMILES,RGS12 GoLoco inh,JMJD2E inh,ALDH1A1 inh,TexasRed fluor,TRb SRC2 PPI,SMN2 splice enh,RECQ1 helicase,LMNA splice mod
Cc1c(O)c(CN(C)C)cc2c1oc(=O)c1ccccc12,4%,-8%,.,-3%,-10%,.,-2%,.
CCN(Cc1ccccc1)S(=O)(=O)c1ccc(OC)c2ncccc12,-9%,-11%,.,3%,1%,.,-12%,.
O=c1[nH]c(/C=C/c2ccc3c(c2)OCO3)c([N+](=O)[O-])c(=O)[nH]1,1%,16%,2%,-5%,0%,9%,i,5%[46 µM]
O=C(CCc1nnc(COc2ccccc2)o1)NCc1ccccc1C(F)(F)F,6%,-1%,3%,-2%,4%,-9%,-8%,15%[46 µM]
O=C(c1cccc(Cl)c1)N1CCN(Cc2c[nH]c3ccccc23)CC1,9%,7%,0%,-1%,-3%,.,-16%,-21%[46 µM]
